Assay outcomes as filed in PubChem BioAssay.
Rin1-Abl PPI inh – human Rin1-Abl interaction inhibition. P00519+Q13671. TR-FRET Rin1/Abl binding, biochemical. inhibition, % at 7.35 µM. 0.4% of 360,000 active. AID 588664; in the data active = inhibition above about 5%, passing the limit was not always enough
MsrA act – activates bovine MsrA enzyme; 0.3% of 360,000 active; AID 602163; purified bovine MsrA, absorbance read-out; activation, % at 10.6 µM; in the data active = activation above about 7.5%;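 also: 0% = vehicle and 100% = reference activator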
FAS TE block – FAS thioesterase (human) inhibition | 0.67% of 360,000 active | recombinant FAS-TE, OMFH fluorogenic substrate, fluorescence endpoint | inhibition, % at 15 µM | P49327;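 active = compounds whose normalised, plate-corrected inhibition of enzyme fluorescence in the single-dose primary screen is 50% or more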;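 also: 0% = DMSO with enzyme and 100% = substrate without enzyme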
MLLE-PAM2 inh – blocks PAM2 peptide binding to the PABP1 MLLE domain | P11940 | 0.36% of 360,000 active | GST-MLLE / FITC-PAM2 fluorescence polarization | inhibition, % at 20 µM; in the data active = inhibition above about 35%, passing the limit was not always enough;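 also: plate controls were DMSO wells with GST-MLLE for no effect and wells lacking GST-MLLE protein for full effect; some results filed as inactive read as strong as hits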
Target sequence (P11940 whole entry, looked up, the tested form may be a part): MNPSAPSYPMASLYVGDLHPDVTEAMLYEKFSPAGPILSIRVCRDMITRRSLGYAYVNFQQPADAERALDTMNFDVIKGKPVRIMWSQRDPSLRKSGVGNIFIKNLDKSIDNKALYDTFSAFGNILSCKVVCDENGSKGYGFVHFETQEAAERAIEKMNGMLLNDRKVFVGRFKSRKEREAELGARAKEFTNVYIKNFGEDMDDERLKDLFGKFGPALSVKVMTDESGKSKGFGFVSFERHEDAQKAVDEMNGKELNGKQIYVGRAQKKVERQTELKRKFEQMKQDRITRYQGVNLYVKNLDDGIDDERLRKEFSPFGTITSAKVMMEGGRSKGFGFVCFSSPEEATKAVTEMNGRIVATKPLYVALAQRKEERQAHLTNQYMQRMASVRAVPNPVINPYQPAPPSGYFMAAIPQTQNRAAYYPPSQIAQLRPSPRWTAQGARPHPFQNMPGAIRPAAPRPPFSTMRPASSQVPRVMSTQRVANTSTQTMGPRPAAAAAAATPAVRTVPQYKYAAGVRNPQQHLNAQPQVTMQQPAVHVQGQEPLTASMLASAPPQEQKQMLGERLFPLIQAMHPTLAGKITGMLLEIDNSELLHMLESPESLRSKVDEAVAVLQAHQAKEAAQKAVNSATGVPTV
E coli Lon inh – inhibitors of E. coli Lon protease; purified E. coli Lon protease, fluorescence polarization; inhibition, % at 7.94 µM; 0.42% of 360,000 active; AID 602123; in the data active = inhibition above about 13%, passing the limit was not always enough;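 also: 0% = enzyme with probe and DMSO and 100% = no enzyme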
Rpn11 block – blocks the human proteasome subunit Rpn11; 0.59% of 360,000 active; calls only at 20 µM; O00487; AID 588493; human 26S proteasome, Ub4-pepOG fluorescence polarization; 20S core pre-blocked with epoxomicin;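 active = inhibition at 20 µM, scaled to each plate's controls, above about 33%, limit read from the data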
CSN inh – CSN deneddylation inhibition | 0.38% of 360,000 active | inhibition, % at 12.5 µM | Purified CSN, SCF-Nedd8-OG deneddylation, fluorescence polarization | Q92905 | AID 651999;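 active = pattern-corrected inhibition above about 35%, with an unprinted fluorescence ratio check between 0.5 and 1.5, limit read from the data, passing the limit was not always enough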;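 also: 0% = enzyme with substrate and 100% = substrate without enzyme; some results filed as inactive read as strong as hits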
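Assay system: Purified human Csn5 enzyme expressed in HEK293T cells | Amount: Enzyme 0.24 nM | Measured by: Fluorescence polarization readout | Medium: Tris/NaCl/DTT buffer, pH 7.5 | Compound dosing: One concentration, 12.5 µM, 0.25% DMSO | Times: 90 min incubation of compound, enzyme and substrate at room temperature | Control set: no-enzyme wells high, enzyme-with-substrate wells low | Read-out: % inhibition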
MT1-MMP act inh – inhibitors of human MT1-MMP activation; HT1080 RFP-PRO-GFP cells, GFP/RFP ratio fluorescence, overnight; percent of plate control window, DMSO zero; 0.061% of 360,000 active; P50281; GFP/RFP ratio change, % at 20 µM;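 active = GFP/RFP ratio change of at least 30% with cell ATP level not reduced by more than half and red fluorescence within 50% of control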; also: strong numbers were not always called active
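Test system: HT1080 RFP-PRO-GFP cells; Benchmarks: DMSO and RFP-L50D-GFP cell wells; Timing: cells overnight before dosing, compound overnight, 37 °C, 5% CO2; Compound: one 20 µM compound dose with 1% DMSO; Read-out: GFP/RFP fluorescence ratio.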
MsrA inhibitor – inhibits bovine methionine sulfoxide reductase A | purified bovine MsrA, absorbance read-out | inhibition, % at 15.5 µM | 0.75% of 360,000 active | AID 651718; in the data active = inhibition above about 4.5%;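 also: 0% = vehicle wells with enzyme and 100% = reference inhibitor wells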
Active calls of the source: *; i = inactive. Hits appear at their usual frequency. About 3.7% of those tested had a hit in this group.

Molecule | Rin1-Abl PPI inh | MsrA act | FAS TE block | MLLE-PAM2 inh | E coli Lon inh | Rpn11 block | CSN inh | MT1-MMP act inh | MsrA inhibitor
CCn1ncc([N+](=O)[O-])c1C(=O)Nc1ccc(C(=O)N2CCCCC2)cc1 | 0 | -3 | -8 | 11 | -8 | i | -2 | 12 | -0.1
C[C@H]([C@H](O)c1ccccc1)N(C)C(=O)CN | 0 | -2 | -10 | 1 | 4 | i | -5 | 8 | 0.8
CC(=O)Nc1ccc(NC2=Nc3ccccc3N3C2=Nc2c(c(C)nn2-c2ccccc2)C3c2ccccc2)cc1 (configuration not stated) | -1 | -10 | 46 | 6 | 13 | i | 0 | -31 | 1.0
CCc1cc2c(=O)c(-c3nc4ccccc4n3C)coc2c(CN2CCOCC2)c1O | 0 | -3 | -7 | 4 | -6 | i | 4 | 2 | 1.3
CC1CCCN(C(=O)COC(=O)c2cc(Br)ccc2O)C1 (configuration not stated) | -5 | -2 | 6 | -2 | -16 | i | 1 | 1 | 0.7
CCNC(=O)Nc1cc(S(=O)(=O)N2CCOCC2)ccc1N1CCCCC1 | 1 | -2 | -2 | -6 | -7 | i | -4 | 0 | -1.7
CCCCCN(C(=O)CCC(=O)OCc1ccc(Cl)cc1Cl)c1c(N)n(CCCC)c(=O)[nH]c1=O | 1 | -1 | -2 | -3 | 8 | i | 2 | -32 | 0.2
COc1ccc(Nc2cc(C(=O)NCCCOC(C)C)c3ccccc3n2)c(OC)c1 | -5 | -2 | 2 | 1 | 6 | i | 3 | -5 | -0.6
CC(C)(C)N(NS(=O)(=O)c1ccc(F)cc1)c1ccccc1 | 0 | 5 | -4 | -27 | 9 | i | -3 | -4 | -0.1
O=C(CC12CC3CC(CC(Br)(C3)C1)C2)NCc1ccccc1 | -2 | -3 | 18 | 8 | -2 | i | -4 | 1 | -0.2

The closing 3 entries of the section before open the next one.
Molecule | Rin1-Abl PPI inh | MsrA act | FAS TE block | MLLE-PAM2 inh | E coli Lon inh | Rpn11 block | CSN inh | MT1-MMP act inh | MsrA inhibitor
COc1ccc(Nc2cc(C(=O)NCCCOC(C)C)c3ccccc3n2)c(OC)c1 | -5 | -2 | 2 | 1 | 6 | i | 3 | -5 | -0.6
CC(C)(C)N(NS(=O)(=O)c1ccc(F)cc1)c1ccccc1 | 0 | 5 | -4 | -27 | 9 | i | -3 | -4 | -0.1
O=C(CC12CC3CC(CC(Br)(C3)C1)C2)NCc1ccccc1 | -2 | -3 | 18 | 8 | -2 | i | -4 | 1 | -0.2
COC(=O)c1sc(NC(=O)c2csc3c2CCCC3)nc1C | -2 | -3 | 11 | -3 | -9 | i | 1 | -26 | -0.6
O=C(O)CSC(=S)N1CCCC1 | -6 | 1 | -3 | -19 | -7 | i | 0 | 4 | 2.4
CCc1c(C)nc2[nH]nc(NC(=O)C(F)(F)F)n2c1=O | 1 | -1 | -10 | -13 | -1 | i | 1 | -2 | -0.1
COCCSc1nnc(NC(=O)C2CC(=O)N(C3CCCC3)C2)s1 (configuration not stated) | 3 | -2 | -8 | -4 | -4 | i | 0 | 2 | -0.4
CC(OC(=O)c1oc2ccccc2c1COc1ccccc1)C(N)=O (configuration not stated) | 5 | -2 | -1 | -18 | 2 | i | -4 | 3 | 1.3
Cc1onc(COc2ccccc2O)c1Br | 1 | -3 | -8 | 5 | 3 | i | -1 | -1 | -1.1
O=c1[nH]c(-c2ccccc2)ncc1Oc1ccccc1 | -2 | -5 | -5 | 4 | -5 | i | 7 | 0 | -0.9
CCN(C(=O)C1CCCN(c2nc(-c3ccc(OC)cc3)no2)C1)c1ccccc1F (configuration not stated) | -4 | -1 | 19 | -1 | -4 | i | -2 | 2 | 0.8
CCOc1ccc(NC(=O)Cc2c(C(=O)O)n(C)c3ccccc23)cc1 | 2 | -1 | -4 | -1 | -4 | i | -2 | 0 | -0.1
CC(=O)c1ccc(NC(=O)CC(NCCC2=CCCCC2)C(=O)O)cc1 (configuration not stated) | 0 | -3 | -12 | 3 | -10 | i | -3 | -3 | 0.9

Given as labelled records: 4 of the compounds above
CC(OC(=O)c1oc2ccccc2c1COc1ccccc1)C(N)=O (configuration not stated)
  Rin1-Abl PPI inh: 5 | MsrA act: -2 | FAS TE block: -1 | MLLE-PAM2 inh: -18 | E coli Lon inh: 2 | Rpn11 block: i | CSN inh: -4 | MT1-MMP act inh: 3 | MsrA inhibitor: 1.3

O=c1[nH]c(-c2ccccc2)ncc1Oc1ccccc1
  Rin1-Abl PPI inh: -2 | MsrA act: -5 | FAS TE block: -5 | MLLE-PAM2 inh: 4 | E coli Lon inh: -5 | Rpn11 block: i | CSN inh: 7 | MT1-MMP act inh: 0 | MsrA inhibitor: -0.9

Cc1onc(COc2ccccc2O)c1Br
  Rin1-Abl PPI inh: 1 | MsrA act: -3 | FAS TE block: -8 | MLLE-PAM2 inh: 5 | E coli Lon inh: 3 | Rpn11 block: i | CSN inh: -1 | MT1-MMP act inh: -1 | MsrA inhibitor: -1.1

CC1CCCN(C(=O)COC(=O)c2cc(Br)ccc2O)C1 (configuration not stated)
  Rin1-Abl PPI inh: -5 | MsrA act: -2 | FAS TE block: 6 | MLLE-PAM2 inh: -2 | E coli Lon inh: -16 | Rpn11 block: i | CSN inh: 1 | MT1-MMP act inh: 1 | MsrA inhibitor: 0.7

Next section.
Molecule | Rin1-Abl PPI inh | MsrA act | FAS TE block | MLLE-PAM2 inh | E coli Lon inh | Rpn11 block | CSN inh | MT1-MMP act inh | MsrA inhibitor
CCc1ccc(N2CC34C=CC(O3)C(C(=O)OC(C)C)C4C2=O)cc1 (configuration not stated) | 1 | -1 | -2 | -17 | -3 | i | -6 | 2 | 0.0
Cc1ccc(/C=C/C(=O)Nn2cnnc2)cc1 | -1 | -4 | -4 | -1 | -3 | i | 3 | 5 | -0.5
Cc1cc(C)c2[nH]c(=O)c(CN(CC3CCCO3)C(=S)NCc3ccco3)cc2c1 (configuration not stated) | 1 | -4 | -1 | -128 | -16 | i | 6 | -2 | -0.5
COc1cccc(/C=C2\SC(=S)N(CCC(=O)Nc3ccc(O)cc3)C2=O)c1 | -3 | -3 | 9 | 18 | -4 | i | 8 | -9 | 1.9
Cc1ccc(Sc2ncccc2C(N)=O)cc1 | -1 | -7 | -3 | -1 | -4 | i | 2 | 1 | 0.7
COc1ccc(C(C#N)N2N=C(C)CC2c2ccccc2)cc1OC (configuration not stated) | -2 | 0 | -2 | -9 | -1 | i | 0 | -3 | 0.1
COCCCn1c(=O)c2ccccc2n(CC(=O)NC2CCCCC2)c1=O | 3 | -3 | -3 | 6 | 2 | i | -1 | 5 | -0.5
Cc1cc(O)c(Sc2ccccc2)c(=O)o1 | 0 | -1 | -1 | 22 | 1 | i | 0 | 0 | 0.9
